mcGAS lum: inhibitors of mouse cGAS. AID 1259399. inhibition, % at 12.5 µM. 0.15% of 160,000 active. recombinant cGAS, Kinase-Glo ATP depletion luminescence;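 note: 0% = negative control wells and 100% = reference inhibitor with no enzyme activity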
hcGAS inh: inhibitors of human cGAS. Q8N884. recombinant h-cGAS, ATP depletion, Kinase-Glo luminescence. inhibition, % at 12.5 µM. 0.081% of 290,000 active;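 note: 0% = vehicle reaction and 100% = reaction without DNA for no activity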
Target sequence (Q8N884 whole entry, looked up): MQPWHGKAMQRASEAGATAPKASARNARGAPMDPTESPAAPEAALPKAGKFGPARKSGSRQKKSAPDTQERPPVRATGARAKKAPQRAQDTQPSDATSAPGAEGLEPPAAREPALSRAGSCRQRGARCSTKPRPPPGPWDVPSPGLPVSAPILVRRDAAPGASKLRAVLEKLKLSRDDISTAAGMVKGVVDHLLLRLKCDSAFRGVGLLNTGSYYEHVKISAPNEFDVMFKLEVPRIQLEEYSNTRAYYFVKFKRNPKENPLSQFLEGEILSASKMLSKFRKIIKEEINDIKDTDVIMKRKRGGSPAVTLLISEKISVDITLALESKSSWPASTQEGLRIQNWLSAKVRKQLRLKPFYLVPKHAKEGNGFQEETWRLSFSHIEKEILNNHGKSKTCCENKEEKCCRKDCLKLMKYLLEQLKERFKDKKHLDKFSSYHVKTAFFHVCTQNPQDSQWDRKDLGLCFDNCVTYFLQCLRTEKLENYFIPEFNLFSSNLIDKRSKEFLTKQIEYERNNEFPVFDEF
NPYLR7 ag: mosquito NPYLR7 agonism; HEK293T NPYLR7/Galpha15, GCaMP6s calcium fluorescence; activation, % at 10 µM; 0.15% of 270,000 active; in the data active = activation above about 40%;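 note: 0% = vehicle and 100% = reference agonist at the receptor; some compounds past the cut are filed as inactive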
Numbers without * were called inactive; . = no result given; & = joins results of further samples. Cut-off read from the data, not from the text of the source, unless noted: active = inhibition above about 40%; inactive = the rest.

SMILES	mcGAS lum	hcGAS inh	NPYLR7 ag
CC(C)CN(CC(=O)Nc1nc(CC(=O)N2CCc3ccccc3C2)cs1)C(=O)c1ccc(Cl)cc1	-5	-8	9
COCCN(Cc1ccc(OC)c(OS(=O)(=O)c2ccc(OC)cc2)c1)C(=O)NC(C)(C)C	-5	-5	21
COCCNC(=S)NN=C(C)c1ccc(Cl)s1	.	-3	-10
Cc1cccc(Cn2cccc2C2=NC(C)(C)CO2)c1	.	-11	8
CCCCNC(=O)c1cc(-c2ccc(Cl)cc2)n(-c2ccc(F)cc2)c1C	-3	-3	-1
CCn1nccc1C(=O)N(C)Cc1nnc(-c2ccccc2)o1	.	-2	-5
O=C(NCc1ccnc(-n2ccnc2)c1)C1CCN1Cc1ccccc1 (stereo unspecified)	.	0	0
COc1cc(-c2nc3ccccn3c2NC2CCCCC2)ccc1OC(=O)c1ccc2c(c1)OCO2	-7&1	-3&1	6&-5
Cc1ccc(S(=O)(=O)Nc2ccc(-n3nc(OC(C)C)nc3-c3ccco3)cc2)cc1	-1	4	.
COc1cc(C(=O)N(C)c2cnn(C)c2)cc(OC)c1C	1	1	23
CCOC(=O)N1CCC(NCc2cccnc2N2CCCC(O)C2)CC1 (stereo unspecified)	-11	-5	15
Cc1cnc(C(=O)N2CCC3(CCCN(CC4CCC4)C3=O)C2)cn1 (stereo unspecified)	.	-10	2
CC(=O)N1CCc2c(nc(C)nc2NCCCSc2nnc(C)s2)C1	-13	-6	2
Nc1nc(C2CC2)c(Cc2ccc(F)cc2)s1	.	-10	1
Cc1cc(CNC(=O)c2cnn(-c3ncc4c(n3)-c3ccccc3CC4)c2C)on1	-8	-2	27
COC(=O)C1=C(OC)C(=O)OC12C=CC(=O)C=C2	.	-3	4
CCN(C(=O)CCN1CCOC(C(F)(F)F)C1)c1ccccc1 (stereo unspecified)	-12	-2	.
Brc1ccc(NCc2ccsc2)cc1	.	-12	10
CCN(CC)c1ncnc(N2CCCCC2)c1N	.	-8	18
C/C=C(\C)C(=O)N1CCC(c2nc(-c3ccc(F)c(F)c3)no2)CC1	-5	-4	-7
Cc1ccnc(NS(=O)(=O)c2ccc(N3C(=O)C4CC=CCC4C3=O)cc2)n1 (stereo unspecified)	-6	-7	4
CC1CCc2cc(F)ccc2N1C(=O)Cc1cc(-c2ccc3c(c2)OCO3)on1 (stereo unspecified)	-7	-3	13
COCCNC(=O)c1cc2cccnc2n(C(C)C)c1=O	-3	-5	-3
Cc1nc(C)c(C(=O)NCCn2ncc3c(N4CCCCCC4)ncnc32)s1	-8	-5	1
O=C(CCN(Cc1ccccc1)c1nc(-c2cccc(Br)c2)nc2ccccc12)Nc1ccccc1F	-1	-2	.
Cc1nc2c(=O)n(Cc3ccc(Br)cc3)nc(-c3ccco3)c2s1	1	8	3
O=C(CCc1ncc(-c2ccc(F)cc2F)o1)N1CCN(S(=O)(=O)c2cccc(Cl)c2)CC1	.	-3	-5
CC1CCN(C(=O)CSc2nc(=O)n(CCO)c3c2CCCC3)CC1	-9	-6	-4
Cc1[nH]c(=O)sc1S(=O)(=O)N(C)c1ccccc1	-1	16&-2	-7&-3
Cc1ccccc1-n1nc(C)c(CNC(=O)CSc2ccc(C(F)(F)F)cn2)c1C	.	-7	-9

As entered above.
In mcGAS lum, O=C(CCN(Cc1ccccc1)c1nc(-c2cccc(Br)c2)nc2ccccc12)Nc1ccccc1F shows -1
In NPYLR7 ag, Cc1ccnc(NS(=O)(=O)c2ccc(N3C(=O)C4CC=CCC4C3=O)cc2)n1 (stereo unspecified) shows 4
In mcGAS lum, CC1CCc2cc(F)ccc2N1C(=O)Cc1cc(-c2ccc3c(c2)OCO3)on1 (stereo unspecified) shows -7
In NPYLR7 ag, CC1CCN(C(=O)CSc2nc(=O)n(CCO)c3c2CCCC3)CC1 shows -4

(continued)
SMILES	mcGAS lum	hcGAS inh	NPYLR7 ag
O=C1C[C@H]2CC[C@@H](CN1)N2C(=O)CCc1ccccc1	.	5	-2
O=C(Cc1csc2nc(-c3ccc(F)cc3)cn12)Nc1ccc(F)c(F)c1	-7	-7	2
COc1cccc(C(=O)N2CCC3(CC2)C(=O)N(CC(=O)N2CCC(Cc4ccccc4)CC2)CN3c2ccccc2)c1	-5	-3	.
CCCCCN(CC(=O)Nc1cc(C(C)(C)C)nn1-c1ccc(OC)cc1)C(=O)C(CC)c1ccccc1 (stereo unspecified)	-5	-8	14
CCc1nnc(CN2CCCC(C(=O)Nc3ccc(C)cn3)C2)o1 (stereo unspecified)	-6	-2	11
CCCCCn1c(=O)c2c(nc3n2CCN3c2ccc(OC)cc2OC)n(C)c1=O	.	-1	-3
CCN(CC)Cc1cnc2c(C(=O)N3CC=CCC3)cnn2c1	.	-8	10
Cc1ccc(C(=O)Oc2coc(CSc3nccn3C)cc2=O)cc1	-6	-5	-6
O=C(NC1CCCCC1)NC1CCN(C(=O)COC2CCCCC2)CC1	.	-8	11
Cc1cc(=O)n2[nH]cc(-c3ccccc3Cl)c2n1	26	46*	3

Pulled one by one from the entries so far:
SMILES	mcGAS lum	hcGAS inh	NPYLR7 ag
Cc1ccc(C(=O)Oc2coc(CSc3nccn3C)cc2=O)cc1	-6	-5	-6
O=C1C[C@H]2CC[C@@H](CN1)N2C(=O)CCc1ccccc1	.	5	-2
O=C(Cc1csc2nc(-c3ccc(F)cc3)cn12)Nc1ccc(F)c(F)c1	-7	-7	2
O=C(NC1CCCCC1)NC1CCN(C(=O)COC2CCCCC2)CC1	.	-8	11

Going on with the list:
SMILES	mcGAS lum	hcGAS inh	NPYLR7 ag
C=CCN1C(=O)/C(=C\c2ccccn2)SC1=S	.	-2	4
COC(=O)c1ncccc1OCc1nc(-c2sccc2C)oc1C	-10	-2	11
O=C(Nc1ccc(F)c(F)c1)N1CCN(c2ccc3nnc(C4CC4)n3n2)CC1	.	6	17
Cn1nc(C2CCCN(C(=O)CCc3cccnc3)C2)n(-c2ccccc2)c1=O (stereo unspecified)	-19	1	24
CCOC(=O)CC(=O)CSc1nc(-c2cccnc2)ccc1C#N	-6	2	-3
FC(F)(F)c1ccc(N2CCC(N3CCOC4(CCCC4)C3)CC2)nc1	-4	-8	.
COc1ccccc1C=Nc1c(C)n(C)n(-c2ccccc2)c1=O	.	-4	13
COCCCN1CC2=C(C1=O)C(c1ccccc1F)NC(=O)N2C (stereo unspecified)	-4	-7	34
CCN(Cc1cnn(C)c1)C(=O)c1cc(Cn2ccnc2C(C)C)[nH]n1	-14	-6	4
COC(=O)c1cc(C)sc1NC(=S)NCCn1cc(Cl)cn1	-3	-1	-9
COc1ccc(C)c2sc(=NC(=O)c3cc(Cl)sc3Cl)n(C)c12	2	16	0
CC1=C(C(=O)Nc2ccccc2)C(C=Cc2ccccc2)n2ncnc2N1 (stereo unspecified)	.	3	-16
CCOc1ncccc1C(=O)N1CC[C@@H](c2sccc2C)[C@H](O)C1	-13	-5	6
CCOC(=O)CCCNC(=O)CSc1nnc(-c2cccs2)n1-c1ccccc1	-10	-6	-1
O=C(O)c1cccnc1CN1CCCCC1CCc1cccc(O)c1 (stereo unspecified)	0	-3	-2
COc1ccc(Cl)cc1C1=N/C(=C/c2cccc3ccccc23)C(=O)O1	-3	6	4
O=C1CSC(c2cccnc2)N1c1ccc(Br)cc1 (stereo unspecified)	5	10	-11
COc1ccc2c(c1)C1CC(C)(O2)N(C)C(=O)C1S(=O)(=O)c1ccc(C(C)C)cc1 (stereo unspecified)	-7	-12	8
COc1c(Cl)cc(Cl)cc1/C=C(\C#N)c1nn(CCO)c(N)c1C#N	.	-6	3
Cc1noc(C)c1CCC(=O)N1CCCC(CO)(Cc2ccccc2)C1 (stereo unspecified)	-2	-1	-1

Ordered by heavy-atom count (lowest first): some entries from above
SMILES	mcGAS lum	hcGAS inh	NPYLR7 ag
O=C1CSC(c2cccnc2)N1c1ccc(Br)cc1 (stereo unspecified)	5	10	-11
COc1c(Cl)cc(Cl)cc1/C=C(\C#N)c1nn(CCO)c(N)c1C#N	.	-6	3
COc1ccc(Cl)cc1C1=N/C(=C/c2cccc3ccccc23)C(=O)O1	-3	6	4
COc1ccc2c(c1)C1CC(C)(O2)N(C)C(=O)C1S(=O)(=O)c1ccc(C(C)C)cc1 (stereo unspecified)	-7	-12	8

The listing continues.
SMILES	mcGAS lum	hcGAS inh	NPYLR7 ag
COC(=O)[C@@H]1C[C@@H](N(C)C)CN1C(=O)CCc1cc(Cl)no1	.	-8	2
Cc1c(Cl)cccc1S(=O)(=O)N1CCC(c2cn(Cc3cccc(F)c3)c3ccccc23)CC1	-7	-3	28
Cc1cc(C)n2c(C(=O)N3CCCC(N4CCC(CO)CC4)C3)nnc2n1 (stereo unspecified)	.	-5&-10	12&-4
O=C1NCCN(CC2CCCCC2)C1CC(=O)N1CCCCO1 (stereo unspecified)	.	-3	1
COc1cccc2cc(C(N)=O)c(=Nc3ccc(F)cc3)oc12	-5	1	-6
Cc1ccc(NC(C)(C(=O)NCc2c(C)n[nH]c2C)c2ccccc2)cc1 (stereo unspecified)	-14	-3	-3
C=CCn1c(=O)c2c(nc3n2CC(C)CN3c2ccc(Br)cc2)n(C)c1=O (stereo unspecified)	-7	-3	0
O=C1CCCC2=Nc3[nH]c(=O)[nH]c(=O)c3C(c3ccc4c(c3)OCO4)C12 (stereo unspecified)	0	-1	8
Cc1ccc(S(=O)(=O)N2CCCN(CC(=O)NCc3ccccc3)CC2)cc1	-7	-4	-5
Cc1c(C(=O)NCCCN2CCCCC2C)cc(-c2ccccc2)n1-c1ccccc1 (stereo unspecified)	-5	-10	-4
Cn1cc(OCc2ccc(F)cc2)c(=O)cc1C(=O)NCCc1ccc(S(N)(=O)=O)cc1	.	-12	2
CCc1nc2c(OCc3ccc4c(c3)OCO4)cccn2c1N(C)C(=O)c1cccc(OC)c1	-5	-4	9
CC(Sc1nc2ccccc2nc1Cl)C(=O)O (stereo unspecified)	.	3	2
NS(=O)(=O)c1ccc2c(c1)CCN2Cc1ccc(Cl)c(Cl)c1	-1	0	-1
CCc1ccc(C(=O)Cn2nc(-c3ccco3)c3sc(N4CCOCC4)nc3c2=O)cc1	-9	-8	0
COc1ccccc1S(=O)(=O)N[C@@H]1C[C@@H](CO)N(C)C1	0	-3	5
CNC(=O)c1nn(CN(C)Cc2ccc(F)cc2)c(=O)c2ccccc12	-6	-9	-1
O=C(c1cc2cc(Br)ccc2[nH]1)N1CCCC1c1ccccc1 (stereo unspecified)	-2	-6	4
Cc1ccc(NC(=O)C(C)C)c(C(=O)NC2CCN(Cc3cccnc3)CC2)c1	-10	-5	1
Cc1nn(-c2cccc(F)c2)c(N2CCN(C(C)C)CC2)c1CN(C(=O)c1ccc(F)cc1)C(C)C	-1	0	4

Compound profiles (already shown). Values in the order: mcGAS lum	hcGAS inh	NPYLR7 ag
Cn1cc(OCc2ccc(F)cc2)c(=O)cc1C(=O)NCCc1ccc(S(N)(=O)=O)cc1 as listed: .	-12	2
Cc1ccc(S(=O)(=O)Nc2ccc(-n3nc(OC(C)C)nc3-c3ccco3)cc2)cc1 as listed: -1	4	.
Cc1ccc(S(=O)(=O)N2CCCN(CC(=O)NCc3ccccc3)CC2)cc1 as listed: -7	-4	-5

The results go on.
SMILES	mcGAS lum	hcGAS inh	NPYLR7 ag
CCN(CC)C(=O)Oc1ccc2c(ccn2Cc2cc(OC)cc(OC)c2)c1-c1cc(C)cc(C)c1	-10	-9	34
C=C(NN=c1scc(C)n1Cc1ccco1)c1cccs1	-1	-13	-2
CCCc1cc(=O)n(CC(=O)NCc2ccccc2)c(-n2nc(C)cc2C)n1	-8	-10	-3
O=C(O)CC1(O)CC(=O)N(c2ccccc2)C1=O (stereo unspecified)	.	-14	9
Cc1cc(C)n(-c2ccc(NC(=O)C3CCN(C(=O)C4=NN(C)C(=O)CC4)CC3)cc2)n1	-9	-8	2
O=c1[nH]cnc2sc3c(c12)CCCC3	.	-4	-2
CC(=O)N[C@@H](CCC(=O)O)C(=O)O	-2	8	.
CCn1c(C2CCCN(C3CCN(Cc4cccnc4)CC3)C2)nn(C)c1=O (stereo unspecified)	-9	-7	.
CCOC(=O)Cc1nnc(NC(=O)c2ccccc2C)s1	-4	0	-6
CCN1CC(C)C(NS(=O)(=O)c2cnc3onc(C)c3c2)C1 (stereo unspecified)	.	-6	-1
CC(OC(=O)c1nc(Cl)ccc1Cl)C(=O)Nc1cccc2ccccc12 (stereo unspecified)	.	0	0
COc1cccc(-n2cc(CNC3CCN(C(=O)C(C)C)CC3)cn2)c1	-12	-6	2
Cc1ccc(C(C)C)cc1OCC(=O)NCC(=O)NC1CC1	-5	4	1
CCOc1ccc(C(=O)N(C)C(C)c2ccco2)cc1 (stereo unspecified)	-13	-7	13
CC1=C(C(=O)NCc2cccnc2N2CCCCCCC2)OCCO1	.	-2	5
COCCn1c(SCc2ccccc2Cl)nc2c([nH]c3ccccc32)c1=O	-3	-2	-2
CSc1ccc(COc2coc(CN3CCCN(S(=O)(=O)c4c(F)c(Br)cc(F)c4Br)CC3)cc2=O)cc1	1	-4	0
CC(=O)N1CCC(C(=O)Nc2nc(-c3ccc4c(c3)OCO4)cs2)CC1	-8	-7	8
CCN(CC(=O)Nc1ccc(NC(C)=O)cc1)S(=O)(=O)c1ccc2c(c1)CCC2	-7	-5	9
Cc1nn(S(=O)(=O)N2CCCCC2)c(C)c1Br	.	-2	-3
CCCCS(=O)(=O)N1CCCN(c2nc(CCC)nc3onc(-c4cccc(C(F)(F)F)c4)c23)CC1	-6	-3	19
CC(C)n1cc(C(=O)N2CCN(Cc3ccc(F)cc3)CC2)c2nn(-c3ccccc3)c(=O)c-2c1	-4	-3	-4
CC(C)C(NCC(=O)Nc1ccc(-c2nnc3n2CCCCC3)cc1)c1ccc(F)cc1 (stereo unspecified)	-4	-6	-1

Assay outcomes as filed in PubChem BioAssay.
